Bioassay records from PubChem.
Rin1 Abl inh – human Rin1-Abl interaction inhibition; P00519+Q13671; TR-FRET Rin1/Abl binding, biochemical; inhibition, % at 7.35 µM; 360,000 tested, 0.4% active; AID 588664; in the data active = inhibition above about 5%, passing the limit was not always enough
bovine MsrA act – activates bovine MsrA enzyme; purified bovine MsrA, absorbance read-out; activation, % at 10.6 µM; 360,000 tested, 0.3% active; AID 602163; in the data active = activation above about 7.5%;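 note: 0% = vehicle and 100% = reference activator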
Rpn11 inh – Rpn11 (human) deubiquitinase inhibition | 360,000 tested, 0.59% active | calls only at 20 µM | human 26S proteasome, Ub4-pepOG fluorescence polarization; 20S core pre-blocked with epoxomicin | O00487;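 active = inhibition at 20 µM, scaled to each plate's controls, above about 33%, limit read from the data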
CSN inh – inhibitors of human CSN-mediated cullin deneddylation | Q92905 | inhibition, % at 12.5 µM | 360,000 tested, 0.38% active | Purified CSN, SCF-Nedd8-OG deneddylation, fluorescence polarization | AID 651999;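 active = pattern-corrected inhibition above about 35%, with an unprinted fluorescence ratio check between 0.5 and 1.5, limit read from the data, passing the limit was not always enough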;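 note: 0% = enzyme with substrate and 100% = substrate without enzyme; some results filed as inactive read as strong as hits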
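Assay system: HEK293T-derived human Csn5 enzyme; quantity: 0.24 nM enzyme; medium: Tris/NaCl/DTT buffer, pH 7.5; also added: substrate SCFSkp2-Nedd8OG, 10 nM; doses: 12.5 µM compound; schedule: 90 min reaction at room temperature; signal: FP; read-out: % inhibition of substrate cleavage by Csn5; benchmarks: substrate-only high control, full reaction low control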
FAS-TE inh – FAS thioesterase (human) inhibition; P49327; recombinant FAS-TE, OMFH fluorogenic substrate, fluorescence endpoint; inhibition, % at 15 µM; 360,000 tested, 0.67% active;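 active = compounds whose normalised, plate-corrected inhibition of enzyme fluorescence in the single-dose primary screen is 50% or more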;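 note: 0% = DMSO with enzyme and 100% = substrate without enzyme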
MsrA inh – inhibits bovine methionine sulfoxide reductase A; purified bovine MsrA, absorbance read-out; inhibition, % at 15.5 µM; 360,000 tested, 0.75% active; in the data active = inhibition above about 4.5%;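 note: 0% = vehicle wells with enzyme and 100% = reference inhibitor wells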
MT1-MMP act inh – blocks activation of human MT1-MMP; P50281; HT1080 RFP-PRO-GFP cells, GFP/RFP ratio fluorescence, overnight; percent of plate control window, DMSO zero; GFP/RFP ratio change, % at 20 µM; 360,000 tested, 0.061% active;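 active = GFP/RFP ratio change of at least 30% with cell ATP level not reduced by more than half and red fluorescence within 50% of control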; note: strong numbers were not always called active
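Assay system: RFP-PRO-GFP reporter HT1080 cells; read-out basis: GFP/RFP fluorescence ratio; benchmarks: DMSO wells and RFP-L50D-GFP cells; doses: 20 µM single dose, 1% DMSO; schedule: overnight cell settling, then overnight compound exposure, 37 °C, 5% CO2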
PABP1 MLLE inh – blocks PAM2 peptide binding to the PABP1 MLLE domain. P11940. GST-MLLE / FITC-PAM2 fluorescence polarization. inhibition, % at 20 µM. 360,000 tested, 0.36% active; in the data active = inhibition above about 35%, passing the limit was not always enough;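 note: plate controls were DMSO wells with GST-MLLE for no effect and wells lacking GST-MLLE protein for full effect; some results filed as inactive read as strong as hits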
E coli Lon inh – inhibitors of E. coli Lon protease. purified E. coli Lon protease, fluorescence polarization. P0A9M0. AID 602123. 360,000 tested, 0.42% active. inhibition, % at 7.94 µM; in the data active = inhibition above about 13%, passing the limit was not always enough;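 note: 0% = enzyme with probe and DMSO and 100% = no enzyme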
* = called active by the depositor; i = inactive; . = not tested or not shown.

SMILES	Rin1 Abl inh	bovine MsrA act	Rpn11 inh	CSN inh	FAS-TE inh	MsrA inh	MT1-MMP act inh	PABP1 MLLE inh	E coli Lon inh
Cc1ccc2oc(-c3cccc(NC(=O)c4ccc(Br)o4)c3)nc2c1	1	0	i	2	26	0.4	4	-4	-12
O=C(Cn1sc2ccccc2c1=O)Nc1ccc(Br)cc1	2	3	i	1	-19	2.0	0	21	13
O=C1C(=O)N(Cc2cccnc2)C(c2cccc([N+](=O)[O-])c2)/C1=C(\O)c1ccc2c(c1)OCCO2 (centres undefined)	-3	-3	i	1	-4	2.0	1	-8	2
CC(=O)Nc1ccc(N2CCCC2)cc1	-6	-1	i	3	-8	1.0	-4	-5	0
CC1CC1C(=O)Nc1nc(-c2ccccc2)cs1 (centres undefined)	-2	1	i	4	-3	1.1	1	1	-1
Cc1nn(C)cc1/C=N/NC(=S)Nc1ccccc1	-4	-3	i	-9	-5	0.6	4	17	2
O=C(NCCN1CCOCC1)c1cc(Sc2ccc(F)cc2F)nc2ccccc12	-5	-3	i	-3	-3	1.6	2	-3	1
CN(C(=O)Cc1csc(-c2ccccc2)n1)c1c(N)n(Cc2ccccc2)c(=O)[nH]c1=O	-3	0	i	-1	0	-0.6	-4	-13	-10
O=C(Cn1nnc(-c2ccc(F)cc2)n1)NC(=O)NC1CCCCC1	3	-6	i	9	12	-0.7	8	-4	0
O=C(O)c1cc2cc(S(=O)(=O)O)ccc2cc1O	3	-1	i	-5	-7	0.5	4	6	-2
COc1ccc(-n2c3c(cc(C(=O)Nc4cccc(C)n4)c2=O)C(=O)CC(C)(C)C3)cc1	2	-4	i	4	-6	0.1	7	-1	-8
Cc1ccc(N(Cc2cc3ccccc3[nH]c2=O)S(C)(=O)=O)cc1	-2	-5	i	-17	2	0.9	-2	6	3

Full records from above. Order of screens: Rin1 Abl inh | bovine MsrA act | Rpn11 inh | CSN inh | FAS-TE inh | MsrA inh | MT1-MMP act inh | PABP1 MLLE inh | E coli Lon inh
Listed for `O=C1C(=O)N(Cc2cccnc2)C(c2cccc([N+](=O)[O-])c2)/C1=C(\O)c1ccc2c(c1)OCCO2` (centres undefined) = -3 | -3 | i | 1 | -4 | 2.0 | 1 | -8 | 2
Listed for `O=C(Cn1nnc(-c2ccc(F)cc2)n1)NC(=O)NC1CCCCC1` = 3 | -6 | i | 9 | 12 | -0.7 | 8 | -4 | 0

The list continues:
SMILES	Rin1 Abl inh	bovine MsrA act	Rpn11 inh	CSN inh	FAS-TE inh	MsrA inh	MT1-MMP act inh	PABP1 MLLE inh	E coli Lon inh
Cc1nn(CC(C)C)c2sc(C(=O)NC3CC(C)(C)NC(C)(C)C3)cc12	2	-2	i	-4	-8	1.6	3	6	1
Cc1ccc(Cc2cnc(NC(=O)CN3CCOCC3)s2)cc1Cl	-1	-2	i	0	-1	-0.5	6	0	-4
COc1cc(S(=O)(=O)Nc2ncn[nH]2)ccc1Cl	-2	-2	i	5	-6	2.2	-1	-2	8
CN1CCN(c2ccc(S(=O)(=O)N3CCCCC3)cc2NC(=O)c2ccc(F)cc2F)CC1	-5	-2	i	-2	-5	-1.0	-7	-13	-7
Cc1ccc2nc(-c3ccccc3)c(CC(=O)O)c(C(=O)O)c2c1	2	-4	i	-10	-6	-0.3	-1	9	1
NC(=O)c1c(NC(=O)c2ccccc2)sc2c1CCN(Cc1ccccc1)C2	-2	1	.	46*	-23	0.3	-40	-5	-169
COc1cccc(C(=O)NN2CC(O)=C(c3nc4ccccc4s3)C2=N)c1	2	-15	i	0	-5	0.1	4	-10	-7
Cc1cccc(N2CCN(C(=O)CSc3ccc4c(c3)OCCO4)CC2)c1C	5	-6	i	1	22	0.4	14	24	6
Cc1cccc(NC(=O)COC(=O)c2cc(C)oc2C)c1	1	-4	i	-5	9	-1.4	-1	-2	-6
Fc1ccc(CSc2ccc(-c3ccc4c(c3)OCO4)nn2)cc1	4	-3	i	-2	23	-1.8	0	-1	-1
O=c1[nH]c(SCCOc2ccccc2)nc2ccccc12	-4	-1	i	-3	-6	2.0	3	1	7
CCOC(=O)C1=C(c2ccccc2)NC(=O)N(C(C)=O)C1c1cccc([N+](=O)[O-])c1 (centres undefined)	-2	-1	i	2	7	-0.9	3	-11	-5

Part of the list above, limited to FAS-TE inh, MsrA inh and E coli Lon inh.
mol,FAS-TE inh,MsrA inh,E coli Lon inh
Fc1ccc(CSc2ccc(-c3ccc4c(c3)OCO4)nn2)cc1,23,-1.8,-1
O=c1[nH]c(SCCOc2ccccc2)nc2ccccc12,-6,2.0,7
CCOC(=O)C1=C(c2ccccc2)NC(=O)N(C(C)=O)C1c1cccc([N+](=O)[O-])c1 (centres undefined),7,-0.9,-5

Following part:
SMILES	Rin1 Abl inh	bovine MsrA act	Rpn11 inh	CSN inh	FAS-TE inh	MsrA inh	MT1-MMP act inh	PABP1 MLLE inh	E coli Lon inh
O=C(Nc1ccc(S(=O)(=O)N2CCOCC2)cc1)C1CCN(S(=O)(=O)c2ccc(Cl)cc2)CC1	0	-4	i	0	28	1.7	-14	6	-9
CCOC(=O)c1c(NC(=O)c2ccn(CC)n2)sc2c1CCCC2	0	0	i	-4	38	0.0	-1	-91	6
COc1ccccc1/C=C/C(=O)Nc1ccc(S(=O)(=O)Nc2cc(C)on2)cc1	-2	-7	i	2	-4	4.3	4	7	0
O=c1oc2cc(OCc3ccc([N+](=O)[O-])cc3)ccc2c2c1CCCC2	-5	0	i	7	2	-0.1	3	6	5
COC(=O)c1c(NC(=O)Cc2ccccc2)sc2c1CCN(C(C)C)C2	-2	-4	i	3	-5	-0.1	0	9	0
C=C(C)Cn1c(C)cc(C)c(S(=O)(=O)c2cccc(C)c2)c1=O	1	-2	i	-4	36	0.5	-6	-11	6
N=c1c2c3c(sc2nc2n1CCC2)CCCC3	2	-5	i	3	-8	0.6	3	5	-4
COc1nc(=O)n(C2CCCO2)cc1C (centres undefined)	3	-7	i	1	-6	0.9	2	-6	-4
CCn1nc(NC(=O)c2ccco2)c2cc3ccc(C)cc3nc21	-1	-1	i	2	1	0.1	-2	-9	2
COc1ccc(C(=O)/C(C#N)=N/Nc2cccc([N+](=O)[O-])c2)cc1	0	-3	i	1	13	2.2	-5	3	-8
COC(=O)c1ccc(NCC(=O)Nc2cc(C)cc(C)c2)cc1	-2	-4	i	-4	9	-0.1	1	-55	8
O=C(CCCCCN1C(=O)c2ccccc2C1=O)Nc1ccc2c(c1)OCCO2	-6	1	i	5	-4	-0.7	2	-4	-11
COc1ccc(CCn2c(-c3cc([N+](=O)[O-])cc([N+](=O)[O-])c3)nc3nc4ccccc4nc32)cc1OC	0	-3	i	-2	30	-0.1	-1	1	-2
Cc1ccc(NCC(=O)N/N=C/c2cc(O)ccc2[N+](=O)[O-])cc1	6	-4	i	-3	-2	1.9	-1	-4	0
Cc1ccc2c(c1)NC(=O)C(CC(=O)NCCCN1CCN(c3cc(C)ccc3C)CC1)O2 (centres undefined)	-2	-5	i	2	-4	1.0	0	3	3
Cc1ccc(S(=O)(=O)c2cc3c(=O)n4cccc(C)c4nc3n(CCc3ccccc3)c2=N)cc1C	-2	-5	i	2	-1	0.9	1	-1	5
Cc1[nH]c2ccccc2c1C(=O)C(=O)NCc1ccco1	2	-4	i	-4	-7	3.2	1	-15	-7
O=c1[nH]c2ccccc2nc1Cc1ccc([N+](=O)[O-])cc1	2	-1	i	-2	18	0.8	5	-5	-2
Cc1ccc2c(c1)c1c(n2C)C(C(N)=O)CCC1 (centres undefined)	-4	-2	i	2	-6	-0.1	5	11	9
Cc1ccc(C(=O)NCC(=O)NCc2cc(=O)n(C)c(=O)n2C)cc1C	-4	1	i	-2	-2	-0.6	-3	-5	-1
COc1ccc(N(CC(=O)NCCSC(C)(C)C)S(C)(=O)=O)c(OC)c1	3	-3	i	2	-3	0.2	1	16	2
COc1ccc(COCC(O)CN2CCN(S(=O)(=O)c3c(F)cccc3F)CC2)cc1OC (centres undefined)	0	0	i	-4	-2	-1.1	3	8	-5
Cn1c(N2CCN(S(=O)(=O)c3ccc(Cl)cc3)CC2)nc2ccccc21	2	-3	i	0	17	-0.7	-3	7	-10
CCCN(CCC)c1nc(Cl)nc(NCc2ccco2)n1	0	-4	i	2	13	0.1	-6	-11	3
O=C(NN=C1CCCCCCCCCCC1)c1cccnc1	1	-3	i	2	0	-0.7	-7	15	4
CCOC(=O)C1CCN(C(=O)c2ccccc2NS(=O)(=O)c2ccc(C)cc2)CC1	5	-10	i	-5	0	1.6	-1	-1	8
COc1cc2nc(C3CC3)n(NC(=O)c3ccc(F)cc3)c(=O)c2cc1OC	-3	-4	i	2	-7	-0.5	-2	9	-7
O=C(C1CC1c1ccccc1)N1CCOCC1 (centres undefined)	4	-10	i	-1	-10	-0.7	2	-2	-6
CC(C)C(OC(=O)c1ccccc1)c1nccc2ccccc12 (centres undefined)	2	-6	i	2	28	-1.1	0	-2	9
CC(=O)Oc1ccc(N(C(C)=O)S(=O)(=O)c2ccc3ccccc3c2)cc1	-3	-2	i	-2	7	0.0	11	0	-6
CCN(CC)C(=O)Cc1c(OC)ccc2cc(Br)ccc12	-4	-3	i	-4	0	0.0	-4	8	4
COc1ccc(CCn2nnnc2C(C(C)C)N2CCC(C(N)=O)CC2)cc1OC (centres undefined)	1	-2	i	5	-7	-0.1	2	-1	-2
CC(C)(C)C(=O)N(CCN(C(=O)C(C)(C)C)c1ccccc1)c1ccccc1	2	0	i	9	12	-0.6	-7	3	-3
Cc1[nH]c2ccccc2c1C(Nc1nccs1)c1ccncc1 (centres undefined)	-2	-1	i	-3	-10	-0.3	-1	-11	-1
COc1ccc2oc(-c3cccc(NC(=O)CSc4ccc(Cl)cc4)c3)nc2c1	-4	-2	i	-5	-4	1.1	5	10	-5
O=C(Nc1scc(-c2ccc(Br)cc2)c1C(=O)O)c1ccccc1F	0	3	i	-3	0	0.1	-3	14	5
CN(C)CCNC(=O)c1cccc(S(=O)(=O)Nc2ccc(F)cc2)c1	9.2*	-11	i	1	-8	1.2	-3	0	-4
CN(C)C(CN1C(=O)C2CC=CCC2C1=O)c1cn(C)c2ccccc12 (centres undefined)	-3	2	i	1	-2	0.7	-7	8	-2
Cc1cc(-n2nc(C)cc2C)nc(NS(=O)(=O)c2ccccc2)n1	0	-2	i	2	-5	-1.5	4	6	-7
CC(C)CCNC(=O)C(c1ccncc1)N(CC1CCCO1)C(=O)Cn1nnc(-c2ccc(F)cc2)n1 (centres undefined)	3	-9	i	5	1	-0.6	-1	-3	-5
CCOC(=O)c1nnn(-c2nonc2N)c1-c1ccc(OC)cc1	1	-4	i	0	-7	-0.1	-2	-10	6
COC(=O)C1=C(C)N(C)C(=O)NC1c1ccc(O)c(Cl)c1 (centres undefined)	2	-4	i	8	-3	-1.6	-2	6	-5
Cc1cccc(NC(=O)CSc2nc(C)nc3c2c(=O)n(C)c(=O)n3C)c1	1	-2	i	1	-8	-0.5	2	4	-10
O=C(Nc1cccc(-n2cccn2)c1)C1CCCN(Cc2ccccc2F)C1 (centres undefined)	-4	-2	i	5	8	1.0	-3	6	-2
O=C(NC(=S)Nc1cccc2c(O)cccc12)c1ccco1	0	-2	i	5	1	1.9	-4	25	2
COc1ccc(N2CC(C(=O)N(C)CC(=O)Nc3ccc(Cl)c(C(F)(F)F)c3)CC2=O)c(OC)c1 (centres undefined)	0	-3	i	5	3	-0.8	7	2	0
Brc1ccc(-c2ccccc2)cc1	-2	-2	i	5	19	1.4	0	-12	4
O=c1cc(CS(=O)(=O)c2ccccc2)nc(-c2ccncc2)[nH]1	1	-2	i	2	-9	0.0	0	5	3
